RMI-FANCM inh: disruptors of RMI1/RMI2 association with MM2 peptide – biochemical, fluorescence polarization, human, primary screen; RMI core complex (RMI1/RMI2) binding to FANCM MM2 peptide, human; RMI core complex with F-MM2 peptide; hits give low values; FP signal (polarization) at 33 µM; actives 0.58% (n = 70,000); in the data active means FP signal below about 40; further: inactives centre near 61; strong numbers were not always called active; unit not given here
* = called active by the depositor; & = joins results of further samples.

structure	RMI-FANCM inh
COC(=O)c1sccc1Oc1ccc(C(F)(F)F)cc1NC(=O)Nc1ccc(Cl)cc1	61
CCOc1ccccc1NC(=O)CSc1ccc(NC(=O)CC)nn1	71
CC[N+](C)(CC)CCNC(=O)COc1ccccc1O	62
O=C(Cc1cccs1)NCCN1CCN(c2ccc(F)cc2)CC1	66
O=C(Nc1ccc(F)c(F)c1)c1ccc(=O)n(Cc2cccc(Cl)c2)c1	73
COc1ccc(CNC(=O)CSc2nc3cc(-c4ccccc4)sc3c(=O)n2C)cc1	95
COc1ccc(S(=O)(=O)CCCC(=O)Nc2nnc(-c3cc(C)n(C)n3)o2)cc1	67
CCOC(=O)c1ccc(NC(=O)/C=C2\SC(=O)N(CC(=O)Nc3cccc(C)c3)C2=O)cc1	74

Structures from the list above with nitrogen in an aromatic ring, in the order listed:
structure	RMI-FANCM inh
CCOc1ccccc1NC(=O)CSc1ccc(NC(=O)CC)nn1	71
O=C(Nc1ccc(F)c(F)c1)c1ccc(=O)n(Cc2cccc(Cl)c2)c1	73
COc1ccc(CNC(=O)CSc2nc3cc(-c4ccccc4)sc3c(=O)n2C)cc1	95
COc1ccc(S(=O)(=O)CCCC(=O)Nc2nnc(-c3cc(C)n(C)n3)o2)cc1	67

Other entries follow:
structure	RMI-FANCM inh
CCOC(=O)c1c(C)[nH]c(C(=O)CSc2nc3ccccc3c(=O)n2-c2ccccc2)c1C	63
O=S(=O)(c1cccs1)N1CCN(c2cnccn2)CC1	63
COc1ccccc1OCC(=O)NCCn1ncc2c(=O)n(Cc3ccccc3C)cnc21	60
O=C(Cc1ccc(Cl)cc1)Nn1cnc2c(cnn2-c2ccc(F)cc2)c1=O	60
COc1ccc(C2=NN(C(=O)Cn3cnc4c(cnn4CCO)c3=O)C(c3ccc(F)cc3)C2)cc1 (stereo unspecified)	54
C=CCN=C1NC(=O)C(CC(=O)Nc2ccccc2)S1 (stereo unspecified)	58
Cn1c(=NC(=O)c2ccc(S(=O)(=O)N3CCc4ccccc43)cc2)sc2cc(F)ccc21	60
Cc1ccc(-c2nnn(CC(=O)NNC(=O)N3CCOCC3)n2)cc1	64

Next part
structure	RMI-FANCM inh
COc1ccc2c(OC)ccc3c2c1C=CC3=O	-47
COCCCn1c(SCc2nc(-c3ccc(OC(C)C)cc3)oc2C)nc2ccccc2c1=O	67
Cc1nn(C(=O)c2cc3ccccc3oc2=O)c(C)c1NC(=O)c1cc2ccccc2oc1=O	70
O=C(NCC(c1cccs1)N1CCc2ccccc2C1)c1c(F)cccc1F (stereo unspecified)	54
CCOC(=O)C1=C(c2ccccc2)NC(SCC)=C(C#N)C1c1cccnc1 (stereo unspecified)	60
COCCNC(=S)NCCc1cc2cc(C)c(C)cc2[nH]c1=O	74
CC[C@H]1OC(=O)[C@H](C)[C@@H](OC2C[C@@](C)(OC)[C@@H](O)[C@H](C)O2)[C@H](C)[C@@H](O[C@@H]2O[C@H](C)C[C@H](N(C)C)[C@H]2O)[C@](C)(O)C[C@@H](C)/C(=N/OCOCCOC)[C@H](C)[C@@H](O)[C@]1(C)O (stereo partly specified)	56
COc1cc(C)c(C)cc1S(=O)(=O)NCCCc1ccc(N(C)C)cc1	75

(more compounds)
structure	RMI-FANCM inh
CCOC(=O)c1cc(C)n(-c2ccc([N+](=O)[O-])cc2)n1	55
O=C(N=C1SCC(=O)N1c1ccccc1)c1ccco1	81
Cc1ccc(NC(=S)C(C#N)C(=O)N2CCOCC2)c(C)c1 (stereo unspecified)	53
O=C(Nc1ccc2c(c1)OCCO2)Nc1c[nH]c2ccccc12	51
Cc1cc2nnc(SCC(=O)N3CCCC3)n2c2ccccc12	63
CCOCCn1c(=O)c2c(OCC)c(CC)cnc2n(C)c1=O	60
FC(F)(F)C1CCN(c2nc3c(Cl)cc(Cl)cc3s2)CC1	42
COc1ccccc1NC(=O)Nc1nc(CC(=O)NC2CCCCCC2)cs1	54

Additional compounds
structure	RMI-FANCM inh
Cc1nccn1CC(=O)N/N=C\c1c[nH]c2ccccc12	55
COc1ccc(F)cc1S(=O)(=O)N1CCN(c2ccc(-c3cccnc3)nn2)CC1	69
COc1ccc(Nc2nc(Nc3ccc(OC)cc3Cl)nc(N3CCOCC3)n2)cc1	58
CCOC(=O)c1noc(Oc2ccc(Cl)cc2Cl)n1	52
Cc1nc(-n2nc(-c3cccs3)cc2NC(=O)c2cccc(Cl)c2)[nH]c(=O)c1C	65
CN(Cc1nc2ccccc2[nH]1)C(=O)OCc1ccccc1	51
CCOC(=O)c1c(NC(=O)CSc2nc3scc(-c4ccc(C)cc4)c3c(=O)n2-c2ccccc2)sc(C)c1C	71
S=C1SCN(Cc2ccccn2)CN1Cc1ccco1	42

(listing goes on)
structure	RMI-FANCM inh
c1ccc(CSc2nnc(-c3ccco3)o2)nc1	72
CCOC(=O)c1c(-c2ccc(OC)cc2)csc1NC(=O)CNCCCN1CCOCC1	73
CCOC(=O)N1CCN(C2CC(=O)N(CCc3ccc(OC)c(OC)c3)C2=O)CC1 (stereo unspecified)	63
O=c1[nH]oc(O)c1-c1ccccc1	54
N#Cc1c(NC(=O)c2cc3cc([N+](=O)[O-])ccc3s2)sc2c1CCCC2	68
COc1ccc(OC)c(NC(=O)COc2coc(CN3CCc4ccccc43)cc2=O)c1	53
COC(=O)/C=C1/NCC(OC(=O)c2ccc(C(C)(C)C)cc2)CNC1=O (stereo unspecified)	56
COC(=O)c1ccc2nc(NC(=O)c3ccnn3C)sc2c1	66

Further records.
structure	RMI-FANCM inh
CCOc1cccc(-c2cc(C(=O)O)c3[nH]c(-c4ccc(OC)cc4)nc3n2)c1O	62
O=C(Cc1cccc2ccccc12)NCCN1CCOC(c2ccccc2)C1 (stereo unspecified)	72
CCOC(=O)c1sc(NC(=O)c2cccc(C)c2)c(C(=O)OCC)c1C	71
O=C(O)CCCCCC[C@H]1C(=O)NC(=O)N1CC[C@@H](O)C1CCCCC1	55
CCCn1c(=O)c2[nH]c(-c3ccc(OCC(=O)Nc4ccc(C#N)cc4)cc3)nc2n(CCC)c1=O	74
S=C(NCc1ccco1)Nc1cccnc1	48
Clc1cc(Cl)c2nc(Cl)sc2c1	58
CCOC(=O)C1CCN(C(=O)Cc2csc(Nc3ccccc3)n2)CC1	64

Reprinted at random: 2 records from the list.
structure	RMI-FANCM inh
S=C(NCc1ccco1)Nc1cccnc1	48
CCCn1c(=O)c2[nH]c(-c3ccc(OCC(=O)Nc4ccc(C#N)cc4)cc3)nc2n(CCC)c1=O	74

More results:
structure	RMI-FANCM inh
COCCN1CCC(CNC(=O)c2c(F)cccc2F)CC1	73
O=C(CSc1nc2ccccc2s1)Nc1ccc(Br)cc1	55
Cc1ccc(N2CC(c3nc4ccccc4n3Cc3ccccc3F)CC2=O)cc1C (stereo unspecified)	58
CCCC(CCC)C(=O)O	58&57&68
CCOc1ccc(S(=O)(=O)NCC(c2cccn2C)N2CCc3ccccc3C2)cc1 (stereo unspecified)	66
NC(=S)SC(CC(=O)c1ccccc1)c1ccsc1 (stereo unspecified)	64
NC(=O)CC1SC(=O)N=C1N (stereo unspecified)	59
CSc1ccc2nc(Nc3ccccc3Cl)sc2c1	63

(next part)
structure	RMI-FANCM inh
O=C1c2ccccc2C(=O)N1CN1CCOCC1	56
CC1CCC(C(C)C)C(OP(=O)(OC2CC(C)CCC2C(C)C)C(O)c2ccc3c(c2)OCO3)C1 (stereo unspecified)	56
O=C1c2ccccc2C(=O)N1CCC1=CCCCC1	59
CN(C)c1ccc(C(=O)C(=O)c2ccccc2)cc1	53
COc1ccc(-c2cc(=O)n(CC(=O)N3CCN(c4ccccc4Cl)CC3)cn2)cc1	71
CC(C)(C)CC(=O)Nc1ccc(N2CCCS2(=O)=O)cc1	55
Cc1ccccc1-c1ccc(N2CCC(C(=O)NCCc3ccc(S(N)(=O)=O)cc3)CC2)nn1	63
CC(=O)Oc1cc(C(F)(F)F)ccc1C(=O)O	63

(listing goes on)
structure	RMI-FANCM inh
COCCNC(=O)C(=O)Nc1ccc(F)cc1	62
C[n+]1ccsc1-c1ccccc1	60
CCCc1cnc(N2CCN(C(=O)c3c(-c4ccccc4)noc3C)CC2)nc1	53
COC(=O)c1cc(N/C=C(\C#N)c2nc(-c3cccc(Br)c3)cs2)cc(C(=O)OC)c1	69
Cc1ccc(Sc2cccc3nc(N)nc(N)c23)cc1	58
COc1ccc(S(=O)(=O)Oc2ccccc2Cl)c2ccccc12	61
Cc1oc(-c2ccc(Cl)cc2)cc1-c1ccn[nH]1	55
O=C(NNc1nc2cc3c(cc2s1)OCCO3)c1ccc(S(=O)(=O)N2CCCCC2)cc1	47

3 entries from above, set out differently.
| RMI-FANCM inh | Structure |
| --- | --- |
| 55 | Cc1oc(-c2ccc(Cl)cc2)cc1-c1ccn[nH]1 |
| 53 | CCCc1cnc(N2CCN(C(=O)c3c(-c4ccccc4)noc3C)CC2)nc1 |
| 61 | COc1ccc(S(=O)(=O)Oc2ccccc2Cl)c2ccccc12 |

Going on with the list:
structure	RMI-FANCM inh
CCCN1CCCc2cc(CCNC(=O)c3cc4ccccc4oc3=O)ccc21	60
Cc1nc2c(=O)[nH]nc(-c3ccco3)c2s1	62
CC1CC(OC(=O)C(O)c2ccccc2)CC(C)(C)N1C (stereo unspecified)	53
O=S(=O)(c1ccc(F)cc1)N1CCN(c2ccc(-c3ccco3)nn2)CC1	72
Fc1ccc2nc(NCCCN3CCOCC3)sc2c1	69
O=C(CC1CSc2nc3[nH]ncc3c(=O)n21)Nc1ccc(F)c(Cl)c1 (stereo unspecified)	71
Cc1ccc(-c2ccc(=O)n(CCCNS(=O)(=O)c3cccs3)n2)cc1	70
O=C(Cn1c2c(c(=O)n(C3CCCCC3)c1=O)CCC2)NCc1ccco1	58

(listing goes on)
structure	RMI-FANCM inh
O=C(Nc1nccs1)c1ccc([N+](=O)[O-])cc1Cl	63
O=C1c2ccc([N+](=O)[O-])cc2C(=O)N1CNc1ccccn1	58
c1cncc(CNCc2ccco2)c1	52
CC(C)(C)Sc1ccc2nn(CC(=O)Nc3ccc(F)cc3)c(=O)n2n1	60
O=C(Nc1ccc2scnc2c1)C1COc2ccccc2O1 (stereo unspecified)	54
CCC(=O)Nc1ccc(SCC(=O)Nc2ccc3c(c2)OCCO3)nn1	61
CCOC(=O)C1CCCN(S(=O)(=O)c2ccc(C(=O)OC)n2C)C1 (stereo unspecified)	54
Cc1cc(NC(=O)COc2ccc(Cl)cc2)n(C(C)C)n1	67

New compounds follow
structure	RMI-FANCM inh
COC(=O)C1SC/C(=N/O)C1C(=O)OC (stereo unspecified)	50
Cc1ccc(NC(=O)N2CCC(c3nnc(C4CC4)o3)CC2)cc1C	60
NS(=O)(=O)c1ccc(NC(=O)c2cnc3sccn3c2=O)cc1	79
Cc1cc(NC(=O)CSc2nc(N)c(NC(=O)c3ccc(F)cc3)c(=O)[nH]2)no1	58
S=C1SCN(Cc2cccs2)CN1Cc1cccs1	62
Cc1ccc(Cl)cc1NC(=O)CC1CCCCN1S(=O)(=O)c1cccs1 (stereo unspecified)	68
O=C(Cn1cnc2c(cnn2C2CCS(=O)(=O)C2)c1=O)c1ccc(F)cc1 (stereo unspecified)	60
Cc1ccc(C(CNC(=O)c2ccc(F)c(F)c2)N2CCN(C)CC2)cc1 (stereo unspecified)	52

Additional results follow.
structure	RMI-FANCM inh
COc1ccc(C2C(=O)c3ccccc3C2=O)cc1	65
O=c1[nH]cnc2cc(-c3ccc(F)cc3)sc12	58
O=C(CSc1nnc2ccccn12)c1ccc2c(c1)OCO2	72
CC(=O)O[C@H]1C[C@@H](OC(C)=O)C(C)(C)C2C[C@@H](OC(C)=O)[C@@]3(C)C4=CC(=O)OC(=O)[C@]4(C)CCC3[C@]21C (stereo partly specified)	57
Cc1cc(NCc2ccccn2)n2nc(C)c(-c3ccccc3Cl)c2n1	60
COCCN1CCCc2ccc(NS(=O)(=O)c3cccs3)cc21	66
CSc1ccc(-c2nnc(NC(=O)c3ccccc3)o2)cc1	65
CSc1nnc2ccc(-c3cccs3)nn12	56

Other results follow.
structure	RMI-FANCM inh
O=C(NC1CCS(=O)(=O)C1)c1ccc(-c2ccccn2)s1 (stereo unspecified)	52
COC(=O)Cn1c(=NC(=O)c2cc(Cl)sc2Cl)sc2cc(F)cc(F)c21	69
COc1ccc(-c2nnc3ccc(OCCNC(=O)C(C)(C)C)nn23)cc1	68
Cc1cc(C(=O)N(CCN2CCOCC2)c2nc3c(F)cc(F)cc3s2)on1	69
COc1ccc(-c2nnc3ccc(OCCNC(=O)Cc4ccc(Cl)cc4)nn23)cc1	67
COc1ccc(CCNC(=O)C2CCN(c3ccc(-c4ccccc4)nn3)CC2)cc1OC	60
COc1ccc(CCS(=O)(=O)NCCN2CCN(c3ccccc3)CC2)cc1	65
O=C(NCCc1ccc(N2CCCC2)cc1)C(=O)NCCN1CCOCC1	73

(list continues)
structure	RMI-FANCM inh
O=S(=O)(Nc1cccc(-c2nc3cccnc3s2)c1)c1ccc2c(c1)CCCC2	58
CCOC(=O)CSc1ccc2c3c(cccc13)C(=O)N(CCc1ccc(OC)c(OC)c1)C2=O	50
O=C(Nc1ccc(C(F)(F)F)cc1)c1cc(S(=O)(=O)N2CCc3ccccc3C2)ccc1F	58
COc1ccc(CNC(=O)CSc2n[nH]c(=O)c3cc(-c4ccc(C(C)C)cc4)nn23)cc1	129
O=C(/C=C/c1cccc([N+](=O)[O-])c1)NCc1cccnc1	60
CCCCOc1ccc(C(=O)NCc2ccc3c(c2)cc(C)n3C)cc1	88
O=c1cc(-c2cccs2)oc2ccccc12	57
Nc1[nH]n(-c2ccccc2)c(=O)c1N=Nc1ccccc1C(=O)O	69

(listing goes on)
structure	RMI-FANCM inh
O=C1NN(C(=O)Nc2ccc(Br)cc2)[C@@H](c2ccccc2)[C@@H]1c1ccccc1	55
COC(=O)c1ccsc1NC(=O)c1cccc(OC)c1	62
CCOc1ccccc1NC(=O)Cn1cccc(-c2nc(-c3ccc(C)cc3)no2)c1=O	76
O=C(O)CNC(=O)c1c(F)cccc1Cl	60

Screening data: PubChem, Small Molecule Screening Facility, UW Madison

Only part of the results is shown (hit frequency here may not be typical).
